High-throughput results (PubChem BioAssay)
PI4K2A block – qHTS for small molecular inhibitors of PI4K2A. Phosphatidylinositol 4-kinase type 2-alpha (Homo sapiens), Q9BTU6. purified PI4K2A, ADP-Glo luminescence, 1 h; stronger effect = lower value. activity change, negative = inhibition, % at 76.9 µM. actives 0.13% (n = 420,000); in the data active = activity change below about -50%;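 note: -100% = wells without enzyme as full effect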
Target sequence (Q9BTU6 whole entry, looked up): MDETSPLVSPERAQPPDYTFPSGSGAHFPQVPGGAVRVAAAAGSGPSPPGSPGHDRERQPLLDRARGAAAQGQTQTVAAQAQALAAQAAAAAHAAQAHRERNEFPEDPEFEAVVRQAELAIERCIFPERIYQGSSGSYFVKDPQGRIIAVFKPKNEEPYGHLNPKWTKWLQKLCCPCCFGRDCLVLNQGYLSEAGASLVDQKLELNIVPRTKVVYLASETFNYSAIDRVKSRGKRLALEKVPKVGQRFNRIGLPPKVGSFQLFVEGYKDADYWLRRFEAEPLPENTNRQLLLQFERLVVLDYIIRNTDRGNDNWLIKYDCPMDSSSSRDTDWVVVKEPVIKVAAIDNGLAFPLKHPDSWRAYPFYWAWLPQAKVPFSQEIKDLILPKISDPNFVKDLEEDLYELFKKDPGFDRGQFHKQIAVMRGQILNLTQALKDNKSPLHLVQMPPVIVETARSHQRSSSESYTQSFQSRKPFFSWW
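PI4K2A activity was measured by ADP-Glo luminescence: enzyme (4 ug/mL stock) and phosphatidylinositol (1.2 mM stock) in Tris pH 7.5/MgCl2/EGTA/Triton X-100 buffer were reacted with ATP (300 microM stock) for one hour at ambient temperature.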
Numbers without * were called inactive. Not all compounds are listed; rates above refer to the full screens.

SMILES	PI4K2A block
Cc1ccc(CN2C(=O)CSCC2(C)C(=O)NCc2ccccc2)cc1 (stereo not drawn)	-4
O=C(NCc1cccc(C(F)(F)F)c1)C1C(=O)Nc2ccccc2C(=O)N1C1CCCC1 (stereo not drawn)	1
C=CCn1c(SCC(=O)Nc2ccccc2OCC)nnc1-c1ccc(C(C)(C)C)cc1	4
NC1=NS(=O)(=O)Nc2ccccc21	-4
C[C@H]1[C@@H](NCc2ccccc2)CC[C@@]23CCCN2C(=O)CCC[C@@H]13	0
CN1C(=O)c2cc(NC(=O)Nc3ccccc3)ccc2OC[C@H]2O[C@@H](CC(=O)NCC(F)(F)F)CC[C@@H]21	-3
CCC(C)(C)C(=O)N1CCC(C(=O)NC2CCCc3ccccc32)CC1 (stereo not drawn)	3
Cc1ccc(S(=O)(=O)N2[C@H](CC(=O)c3cccs3)OC[C@@H]2C(C)C)cc1	0
C=CCN1C(=O)[C@@H](CC(=O)NCc2cccs2)[C@]2(C(=O)OC)CCCCC=C12	-4
CCCN1C[C@@H](C)[C@@H](OC)CN(C)C(=O)c2ccc(NC(=O)c3cccc(F)c3)cc2OC[C@H]1C	5
Cc1cc(C(=O)O[C@H]2CCC[C@@]3(C(=O)N(Cc4ccccc4)c4ccccc43)[C@H]2NC(=O)CCc2ccccc2)no1	5
COC(=O)[C@]12C[C@H](CC(=O)NCc3cccc4ccccc34)C(=O)N(CCc3ccc(OC)c(OC)c3)C1=C[C@H](COCc1ccccc1)O[C@@H]2C	-4

Given as comma-separated lines: part of the list above.
SMILES,PI4K2A block
CCC(C)(C)C(=O)N1CCC(C(=O)NC2CCCc3ccccc32)CC1 (stereo not drawn),3
CCCN1C[C@@H](C)[C@@H](OC)CN(C)C(=O)c2ccc(NC(=O)c3cccc(F)c3)cc2OC[C@H]1C,5
NC1=NS(=O)(=O)Nc2ccccc21,-4
O=C(NCc1cccc(C(F)(F)F)c1)C1C(=O)Nc2ccccc2C(=O)N1C1CCCC1 (stereo not drawn),1
Cc1ccc(CN2C(=O)CSCC2(C)C(=O)NCc2ccccc2)cc1 (stereo not drawn),-4

Following part
SMILES	PI4K2A block
CCn1c(SCC(=O)NN=Cc2ccc(C(=O)O)cc2)nc2ccccc21	1
C=CCNC(=O)C1CCN(c2cncnc2)CC1	2
N#Cc1ccc(C2CC(OCCF)=CC(=O)O2)cc1 (stereo not drawn)	-5
COc1ccc(Oc2c(Cl)cnn(C3c4ccccc4-c4ccccc43)c2=O)cc1	0
COC(=O)c1ccc(S(=O)(=O)N2CCC(NC(=O)CCC3CCCC3)CC2)cc1	2
COC(=O)[C@]12C[C@H](CC(=O)N3CCOCC3)C(=O)N(CCc3ccc(OC)c(OC)c3)C1=C[C@H](C(C)C)O[C@@H]2C1CC1	3
CCNC(=O)C[C@@H]1CC[C@H]2[C@@H](COC[C@H](O)CN2C(=O)C2CC2)O1	2
CCOC(=O)Nc1ccc2c(c1)[C@@]1(CC(=O)N(CC(C)C)C1c1ccccc1)C(=O)N2C (stereo partly drawn)	-4
COC(=O)[C@]12C[C@H](CC(=O)NCCC(C)C)C(=O)N(Cc3cccc4ccccc34)C1=C[C@H](COCc1ccccc1)O[C@@H]2C	-4
COc1ccc(S(=O)(=O)N(C)C[C@@H]2Oc3c(NC(=O)Nc4cccc5ccccc45)cccc3C(=O)N([C@@H](C)CO)C[C@H]2C)cc1	-8
Cc1nn(-c2ccccc2)c2sc(C(=O)N3CCN(S(=O)(=O)c4ccc(Br)s4)CC3)cc12	3
c1ccc(-c2ccc(C3=Nn4c(nnc4-c4ccccn4)SC3)cc2)cc1	3
Nc1sc(-c2ccccc2)cc1C(=O)NCCN1CCOCC1	0
O=C(OCc1cn(Cc2ccc(F)cc2)nn1)N1CCCC1	-2
O=S1(=O)c2ccc(N3CCCC3)cc2Oc2ccccc2CN1Cc1cn(Cc2cccc(F)c2)nn1	0
CCOC(=O)[C@]12CCCC=C1N(CCc1ccc(OC)c(OC)c1)C(=O)[C@H](CC(=O)NCCCN1CCCC1=O)C2	0
COc1ccc(-n2c(COc3ccccc3)nnc2SCc2nc3ccccc3[nH]2)cc1	-5
CCN1CCCCC(NC(=O)c2cccc(C(F)(F)F)c2)C1=O (stereo not drawn)	0
Cc1ccc(CN2CCCCC(NC(=O)c3ccccc3C)C2=O)cc1 (stereo not drawn)	3
CCCC[C@H]1C2CC(OC(=O)Nc3cccc(C(F)(F)F)c3)C(C2)[C@H]2CCCCN21 (stereo partly drawn)	0
COc1cc(-c2nnc(SCC(=O)NN=Cc3c[nH]c4ccccc34)n2-c2ccccc2)cc(OC)c1OC	-6
COC(=O)[C@]12C[C@H](CC(=O)NCC34CC5CC(CC(C5)C3)C4)C(=O)N(Cc3ccc(Cl)cc3Cl)C1=C[C@H](C(C)C)O[C@@H]2C1CC1	-7
Cc1cccc(C(=O)N[C@H]2CC[C@@]34CCCN3C(=O)CCC[C@H]4[C@H]2C)c1	1
CCOc1ccc(-n2c(SCC(=O)Nc3cc4oc5ccccc5c4cc3OC)nnc2-c2cccc(Cl)c2)cc1	-1
c1coc(-c2nnc3n2N=C(c2ccc4c(c2)OCO4)CS3)c1	1
CC(C)C[C@H]1COc2cccc(F)c2S(=O)(=O)N1Cc1cn(CC2CCCCC2)nn1	0
COC(=O)[C@H](C(C)C)N1CCc2nnn(Cc3ccccc3)c2-c2cc(F)ccc2S1(=O)=O	6
CC1(C(=O)NCc2ccccc2)CSCC(=O)N1Cc1cccs1 (stereo not drawn)	-1
COc1ccc(OC)c(CN2C(=O)CSCC2(C)C(=O)Nc2c(C)cccc2C)c1 (stereo not drawn)	-4
CCCCNS(=O)(=O)/C=C/c1ccccc1CNC(=O)OC(C)(C)C	4
COC(=O)c1ccc(CN2CC3CC(c4ccccc4)N4CCCC34C2=O)cc1 (stereo not drawn)	-3
OC1(c2ccc(Cl)cc2)CCNCC1	0
Cn1c(SCC(=O)NCCN2CCCCC2)nc2cccnc21	0
COC(=O)[C@]12C=CCN1[C@H](c1ccc(OC)c(OC)c1)c1c(c3ccccc3n1S(=O)(=O)c1ccc(C)cc1)C2	-3
COc1cc(C(=O)NC2CCCCN(Cc3cccc(C(F)(F)F)c3)C2=O)cc(OC)c1OC (stereo not drawn)	2
CN(C)C(=O)C[C@H]1CC[C@H]2[C@H](COc3ccc(NC(=O)C4CC4)cc3C(=O)N2C)O1	-1
CN1C(=O)c2cc(NC(=O)Nc3ccccc3)ccc2OC[C@H]2O[C@@H](CC(=O)NC3CCC3)CC[C@@H]21	-4
C=CCN1C(=O)[C@H](CC(=O)N2CCN(C(=O)C3CC3)CC2)[C@@]2(C(=O)OCC)CCCC=C12	-1
CC1=CC(=O)C(C2CCCCC2)=C/C1=N\OS(=O)(=O)c1ccccc1	-4
CN(C)C=Nc1ccc(Cn2cnc3nc4ccc(Cl)cc4cc3c2=O)cc1	-7
Cc1cc2c(cc1C)-n1nnnc1C(N1CCN(c3ccccc3F)CC1)C(=O)N2 (stereo not drawn)	-2
CC1(C(=O)NCc2ccccc2)CN(S(C)(=O)=O)CC(=O)N1Cc1cccs1 (stereo not drawn)	0
CCOC(=O)c1csc(NC(=O)C2CCCN(S(=O)(=O)c3cc(OC)ccc3OC)C2)n1 (stereo not drawn)	-3
Cc1cccc(C)c1NC(=O)C1(C)CN(S(C)(=O)=O)CC(=O)N1Cc1ccc2c(c1)OCO2 (stereo not drawn)	2
CSCC[C@H](NC(=O)[C@H](Cc1c[nH]c2ccccc12)NC(=O)CCNC(=O)OC(C)(C)C)C(=O)N[C@@H](CC(=O)O)C(=O)N[C@@H](Cc1ccccc1)C(N)=O	0
COC(=O)[C@]12C[C@H](CC(=O)NCCCCc3ccccc3)C(=O)N(Cc3cccc4ccccc34)C1=C[C@H](C(C)C)O[C@@H]2C1CC1	-1
CNC(C#Cc1ccccc1)c1ccccc1C(F)(F)F (stereo not drawn)	-5
C[C@@H]1COc2cc(Br)ccc2S(=O)(=O)N1Cc1cn(Cc2ccccc2)nn1	-2

Pulled by structure from the list above (five):
SMILES	PI4K2A block
Cc1cc2c(cc1C)-n1nnnc1C(N1CCN(c3ccccc3F)CC1)C(=O)N2 (stereo not drawn)	-2
CN1C(=O)c2cc(NC(=O)Nc3ccccc3)ccc2OC[C@H]2O[C@@H](CC(=O)NC3CCC3)CC[C@@H]21	-4
CNC(C#Cc1ccccc1)c1ccccc1C(F)(F)F (stereo not drawn)	-5
CC1=CC(=O)C(C2CCCCC2)=C/C1=N\OS(=O)(=O)c1ccccc1	-4
CCOC(=O)c1csc(NC(=O)C2CCCN(S(=O)(=O)c3cc(OC)ccc3OC)C2)n1 (stereo not drawn)	-3

Carrying on:
SMILES	PI4K2A block
CCOC(=O)N1CCN(C(=O)C[C@H]2C[C@@]3(C(=O)OC)C(=C[C@H](C(C)(C)C)O[C@@H]3C)N(Cc3ccc(Cl)cc3Cl)C2=O)CC1	-2
COc1ccc(CSc2nnc(SCc3ccccc3)s2)cc1	2
OCCCN1CCC2(CCC(c3ccccc3)CC2)C1 (stereo not drawn)	2
O=C(CCc1ccccc1)N[C@H]1[C@@H](OC(=O)c2ccc([N+](=O)[O-])cc2)CCC[C@]12C(=O)N(Cc1ccccc1)c1ccccc12	6
COc1ccc(-n2c(SCC(=O)Nc3ccc(S(=O)(=O)Nc4nccs4)cc3)nnc2-c2ccco2)cc1	9
Cc1ccc2nc(-c3ccc(NC(=O)CSc4nnc(-c5cc(C)[nH]n5)n4N)cc3)sc2c1	5
CCC(C(=O)NCc1ccccc1)n1c(-c2cccs2)nc2ccccc21 (stereo not drawn)	5
CCOC(=O)[C@@]12CCCC3=C1N(CCC3)C(=O)[C@H]2CC(=O)N1CCSCC1	-7
Cc1ccccc1NC(=O)CN1C(=O)CCSc2ccccc21	0
N#CC1(c2ccc(F)cc2)CCC(=O)CC1	2
N#Cc1ccc(Cn2ccc3ccc(-c4ccc5ccn(C(=O)C6CCCCC6)c5c4)cc32)cc1	0
C=CCN1[C@H](CO)[C@H](c2ccc(Br)cc2)[C@@H]1C#N	-6

Arranged by molar mass (low to high): some entries from above
SMILES	PI4K2A block
C=CCN1[C@H](CO)[C@H](c2ccc(Br)cc2)[C@@H]1C#N	-6
Cc1ccccc1NC(=O)CN1C(=O)CCSc2ccccc21	0
CCOC(=O)[C@@]12CCCC3=C1N(CCC3)C(=O)[C@H]2CC(=O)N1CCSCC1	-7

Remaining list, next part
SMILES	PI4K2A block
Cc1ccc(NC(=O)CNCc2ccccc2OCC(=O)Nc2ccc(I)cc2)cc1	2
COC(=O)[C@]12C[C@H](CC(=O)NCCCN3CCCC3=O)C(=O)N(Cc3ccco3)C1=C[C@H](C(C)(C)C)O[C@@H]2C	-3
COC(=O)[C@H]1C[C@@]2(N3CCCCC3)c3ccccc3N[C@H]2N1S(=O)(=O)c1ccc([N+](=O)[O-])cc1	2
C=CCOC(=O)N1CCN(C(=O)c2ccc3c(c2)nc(C)n3C2CCCC2)CC1	-3
O=C(NCCc1c[nH]c2ccccc12)c1ccc(Sc2ccccc2Cl)c([N+](=O)[O-])c1	1
COC(=O)[C@]12C[C@H](CC(=O)NCCCCc3ccccc3)C(=O)N(CCc3ccc(OC)c(OC)c3)C1=C[C@H](C(C)(C)C)O[C@@H]2C	5
CC(C)NC(=O)N[C@H]1C[C@@H]2O[C@H](CO)CC[C@@H]2O[C@@H]1CCc1ccc(-c2ccccc2F)cc1	-5
COc1ccc2c(c1)CN1CN(Cc3ccc(F)cc3)S(=O)(=O)CC21 (stereo not drawn)	-3
Cc1cccc(NC(=O)NCCCN2CCN(c3ccc(F)cc3)CC2)c1	3
CCOC(=O)[C@@]12CCCC=C1N(CCc1ccc(Cl)cc1)C(=O)[C@H]2CC(=O)NCc1ccc(OC)c(OC)c1	2
CC(C)[C@H](NC(=O)OC(C)(C)C)c1cc(C(=O)NC2CC2)c(N)s1	1
CC(=O)NC1CCCCN(Cc2ccc(Cl)cc2)C1=O (stereo not drawn)	2
CCC(C)CNC(=O)CSc1nnc(-c2cccnc2)n1C1CCCCC1 (stereo not drawn)	9
CCCC1CCC2(CC1)CCC2OC(=S)Nc1ccccc1OC (stereo not drawn)	5
CCCCCCCCN1C(=O)[C@@H](CC(=O)NCc2cccs2)C[C@@]2(C(=O)OC)C1=C[C@H](COCc1ccccc1)O[C@@H]2C	-4
CC(=O)O[C@@H]1CCC[C@@]2(C(=O)N(Cc3ccccc3)c3ccc(-c4c(C)noc4C)cc32)[C@H]1NC(=O)CCc1ccccc1	-4
COC(=O)c1cc(-c2ccc(C(C)(C)C)cc2)c(=O)n2c1CCC2	-1
CC1CCN(c2ccc(C(=O)O)cc2NS(=O)(=O)c2ccccc2)CC1	-9
Cc1ccccc1CN1CCCCC(NC(=O)c2cccc(C(F)(F)F)c2)C1=O (stereo not drawn)	3
COC(=O)[C@H]1C[C@]2(C(/C=C(\C)CCC=C(C)C)S(=O)(=O)c3ccccc3)c3ccccc3N[C@H]2N1 (stereo partly drawn)	-1
CC1(C(=O)Nc2ccc3c(c2)OCCO3)CSCC(=O)N1CC(F)(F)F (stereo not drawn)	2
COC(=O)[C@@]12C[C@@H](CC(=O)NCC3CCCCC3)C(=O)N(CCc3ccc(OC)c(OC)c3)C1=CCC(C)(C)C2	2
COC(=O)C[C@@H]1CC[C@@H](NC(=O)Nc2cc(F)ccc2F)[C@@H](CO)O1	1
O=C(CSc1nc2ccccc2nc1N1CCOCC1)N1CCN(c2cccc(C(F)(F)F)c2)CC1	-8
CCN(CC)C(=O)CC[C@@H]1CC[C@]2(CCCN(Cc3ccc(Cl)cc3)C2)O1	5

In the list so far, these contain bromine:
SMILES	PI4K2A block
Cc1nn(-c2ccccc2)c2sc(C(=O)N3CCN(S(=O)(=O)c4ccc(Br)s4)CC3)cc12	3
C[C@@H]1COc2cc(Br)ccc2S(=O)(=O)N1Cc1cn(Cc2ccccc2)nn1	-2
C=CCN1[C@H](CO)[C@H](c2ccc(Br)cc2)[C@@H]1C#N	-6
